GSK3beta inhib – human GSK3beta kinase inhibitors, primary screen, biochemical, cell-free homogeneous, HTS; GST-GSK3beta kinase, ADP-Glo luminescence, 60 min; hits give low values; activity score (negative = inhibition), % at 10 µM; 300,000 tested, 0.038% active; AID 2097, 2009; Glycogen synthase kinase-3 beta (Homo sapiens), P49841;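 active means more than half of replicate wells score below -50%, meaning over 50% inhibition versus plate controls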;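 further: 0% = median DMSO wells and -100% = median GW8510 positive control wells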
Target sequence (P49841 whole entry, looked up): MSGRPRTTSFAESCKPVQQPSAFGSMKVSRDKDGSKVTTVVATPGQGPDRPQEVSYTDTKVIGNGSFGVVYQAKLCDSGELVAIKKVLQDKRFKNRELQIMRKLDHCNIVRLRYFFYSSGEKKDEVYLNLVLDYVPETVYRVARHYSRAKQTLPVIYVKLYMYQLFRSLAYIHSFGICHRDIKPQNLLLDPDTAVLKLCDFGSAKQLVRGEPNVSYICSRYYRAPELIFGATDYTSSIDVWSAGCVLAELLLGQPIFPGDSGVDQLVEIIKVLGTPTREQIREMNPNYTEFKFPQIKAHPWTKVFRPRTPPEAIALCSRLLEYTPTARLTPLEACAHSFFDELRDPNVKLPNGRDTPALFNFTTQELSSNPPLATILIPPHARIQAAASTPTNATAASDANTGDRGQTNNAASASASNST
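Test system: GST-fused GSK3beta enzyme, cell-free | Quantity: 1.6 ng GST-GSK3beta enzyme per well | Reagent: 25 µM ATP with peptide substrate | Schedule: 60 min enzyme reaction, room temperature | Signal: Luminescent ADP-Glo measurement of ADP formed | Read-out basis: Score relative to plate controls | Control set: DMSO and 20 µM GW8510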
GSK3 alpha inh – blockers of GSK3A enzyme activity – biochemical, luminescence, cell-free homogeneous, HTS, primary screen. Glycogen synthase kinase-3 alpha (Homo sapiens), P49840. GSK-3 alpha kinase, ADP-Glo luminescence, 60 min. inhibition, % at 10 µM. 320,000 tested, 0.1% active. AID 2650, 2010;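 in the data active means inhibition above about 50%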;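 further: GST-tagged GSK-3 alpha with peptide substrate and 25 µM ATP; 0% = DMSO neutral wells and 100% = GW8510 positive control wells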
Target sequence (P49840 whole entry, looked up): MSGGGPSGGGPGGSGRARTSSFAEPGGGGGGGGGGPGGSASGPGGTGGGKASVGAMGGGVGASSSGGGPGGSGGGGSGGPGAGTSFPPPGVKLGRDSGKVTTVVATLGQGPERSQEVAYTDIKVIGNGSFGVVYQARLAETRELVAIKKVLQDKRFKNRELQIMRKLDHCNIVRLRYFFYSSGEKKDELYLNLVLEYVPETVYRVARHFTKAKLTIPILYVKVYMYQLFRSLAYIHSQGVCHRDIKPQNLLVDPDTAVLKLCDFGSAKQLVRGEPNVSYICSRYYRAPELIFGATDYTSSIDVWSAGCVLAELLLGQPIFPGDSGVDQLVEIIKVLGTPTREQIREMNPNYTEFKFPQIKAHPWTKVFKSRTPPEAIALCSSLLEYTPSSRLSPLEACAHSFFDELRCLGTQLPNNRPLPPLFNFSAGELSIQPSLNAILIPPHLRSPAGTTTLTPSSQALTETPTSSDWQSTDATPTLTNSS
HSP90 refold inh – HSP90 inhibitors, primary screen, cell lysate, luminescence; AID 1789, 2009; Rabbit reticulocyte lysate, luciferase refolding luminescence, 3 h; inhibition, % at 5.6 µM; 290,000 tested, 0.91% active; Heat shock protein HSP 90 (rabbit reticulocyte lysate; luciferase refolding);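 active means inhibition above the screen-wide mean plus 3 SD, computed separately per campaign, cut at about 16% in these data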;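 further: 0% = DMSO wells and 100% = 60 µM geldanamycin wells; inhibitors lower the luminescence because luciferase stays unfolded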
HIF activator – HIF pathway transcriptional activators, primary screen, cell-based, U2OS HRE-luciferase, luminescence; U2OS HRE-luciferase reporter; normalized: DMSO 0%, desferrioxamine 100%; activation, % at 7.5 µM (by protocol); 300,000 tested, 0.32% active;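 active means mean activation of at least 10% of the iron chelator positive control signal, with at least half of replicates also reaching 10%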
HSF1 inhib – HSF1 inhibitors in luciferase reporter cells, primary screen, cell-based, NIH3T3, luminescence; activity change, negative = inhibition, % at 7.5 µM (by protocol); NIH3T3-HGL HSE-luciferase, MG132-induced, luminescence 8 h; hits give low values; 300,000 tested, 0.77% active;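 active means more than half of replicate wells show activity change below -50%, luminescence cut by over half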;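 further: luciferase reports HSF-1 transcriptional activity via heat shock element; 0% = median of DMSO wells and -100% = zero luminescence signal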
AI-2 QS modul – Vibrio harveyi AI-2 quorum sensing modulators, primary screen, JMH597 strain, luminescence/OD600 ratio. Vibrio harveyi JMH597 AI-2 luminescence/OD600 ratio, 9 h; hits give low values; strain lacks LuxN and CqsS sensors; 0 = neutral-control median. activity change, % at 7.5 µM. 300,000 tested, 0.4% active. AID 2094, 2009; in the data active means activity change below about -75%, passing the limit was not always enough;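 further: luminescence divided by OD600 gain over 9 h not by final OD600 alone; inactives centre near 13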
aSyn UTR inh – MLPCN primary screen, SNCA 5' untranslated region. alpha-synuclein 5'UTR reporter, inhibitor activity. inhibition, % (tested at 7.5 µM). 300,000 tested, 0.82% active. AID 1813, 2009; in the data active means inhibition above about 60%;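 further: H4 neuroglioblastoma cells stably carrying SNCA 5'UTR luciferase fusion; 0% = DMSO wells and 100% = positive control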
IEC-6 cytotox – cytotoxicity in IEC-6 intestinal epithelial cells, primary screen, cytotoxicity control for KLF5 inhibitor project, cell-based, luminescence. AID 1825, 2009. IEC-6 cytotoxicity, luminescence viability. 290,000 tested, 0.78% active. inhibition, % at 5 µM; in the data active means inhibition above about 22%;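 further: 0% = plate median of test compound wells and 100% = cytotoxic reference compound wells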
KLF5 inhibitor – KLF5 expression inhibitors, primary screen, DLD-1 cells, luminescence | AID 1700, 2009 | DLD-1 KLF5 promoter-luciferase reporter | inhibition, % at 5 µM | 290,000 tested, 0.23% active;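 active means inhibition above a per-plate limit of that plate's mean compound inhibition plus 3 SD, cut at about 60% in these data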;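 further: 0% = DMSO wells and 100% = LY294002 at 200 µM; higher means less KLF5 promoter-driven luciferase light; inactives centre near -14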
HSF-1 act – HSF-1 activators, primary screen, NIH3T3-HGL cells, MG132 stress, luminescence, single point. NIH3T3-HGL HSF-1 luciferase reporter, 8 h; 100% = twice DMSO control signal. activation, % at 9 µM. 300,000 tested, 1.7% active;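 active means mean replicate activation of at least 50% with a set share of replicates each reaching 50%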;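 further: 0% = median of the neutral control wells and 100% = twice that signal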
The depositor's hits bear a star; nt = no result given.

1) Cc1ccc(NC(=O)N2CCC(C(=O)NCc3ccc(F)cc3)CC2)cc1
2) O=C(Cc1ncc(C(F)(F)F)cc1Cl)N1CCN(c2cccc(Cl)c2)CC1
3) CCOC(=O)CCCNC(=O)COc1ccccc1C#N
4) Cc1cc(F)ccc1S(=O)(=O)N1CCCOC1CNC(=O)C(=O)NCCc1c[nH]c2ccccc12 (stereo unspecified)
5) O=C(CN(Cc1ccccc1)C(=O)c1csnn1)NCc1ccccc1
6) CCOC(=O)NCc1ccc(S(=O)(=O)Nc2ccc(C)cc2)cc1
7) Cc1oc(-c2cccc(F)c2)nc1CN(Cc1ccccc1)C[C@@H]1CCC(=O)N1
8) OCCC1CN(Cc2cccc3c2OCO3)CCN1Cc1ccccc1 (stereo unspecified)
9) Cc1ccc(-c2nnc(SCC(=O)OC(C)C)n2N)cc1
10) COc1ccc(C2NC(=O)N(CCCC(=O)O)C(C)=C2C(=O)OCc2ccccc2)cc1 (stereo unspecified)

screen / no.,1,2,3,4,5,6,7,8,9,10
GSK3beta inhib,-1,0,2,-1,-1,3,5,1,7,-1
GSK3 alpha inh,-2,7,-2,0,0,-1,-4,-1,-1,-2
HSP90 refold inh,-1,2,0,1,1,1,1,-3,-2,nt
HIF activator,1.3,-0.2,-0.3,-0.1,-0.5,0.6,-0.3,0.2,0.3,-0.1
HSF1 inhib,-10,-1,-24,7,3,7,-4,-3,-1,-5
AI-2 QS modul,9,2,24,6,24,22,8,3,-3,6
aSyn UTR inh,-1,10,17,-35,19,8,-9,7,9,16
IEC-6 cytotox,-5,3,-3,0,0,-2,4,1,-2,nt
KLF5 inhibitor,16,15,-4,-8,1,-18,-28,-9,-4,nt
HSF-1 act,-11,3,-38,-10,-6,22,-23,0,18,-7

11) O=C(/C=C/C=C/c1ccccc1)CC1(O)C(=O)N(CCc2ccccc2)c2ccccc21 (stereo unspecified)
12) COc1ccccc1CNC(=O)C1CCN(S(=O)(=O)c2c(C)noc2C)CC1
13) CN(CC(=O)Nc1cccc(F)c1)C(=O)Cc1n[nH]c(=O)c2ccccc12
14) COC(=O)C(NC(=O)C(CC(C)C)NC(=O)C1CCC(C)CC1)C(C)C (stereo unspecified)
15) COc1ccc2nc(/C(C#N)=C\c3ccc(C(=O)O)cc3)[nH]c2c1
16) CCC(=O)Nc1ccc(C(=O)Nc2ccc(Br)cc2F)cc1
17) Cc1onc(-c2ccccc2)c1C(=O)Nc1sc2c(c1C#N)CCC2
18) Clc1ccc(-c2nc(Cc3ccccc3)no2)cc1
19) CNC(=O)Nc1cccc(C(F)(F)F)c1
20) Cc1ccc(S(N)(=O)=O)c(C)c1-n1cnnn1

screen / no.,11,12,13,14,15,16,17,18,19,20
GSK3beta inhib,1,-2,nt,-2,4,0,-6,-2,3,0
GSK3 alpha inh,-3,-2,0,nt,4,-4,nt,nt,-1,1
HSP90 refold inh,5,4,nt,6,-3,0,-1,2,0,-1
HIF activator,0.1,2.0,0.2,0.1,-1.0,0.9,0.0,2.2,0.0,-0.1
HSF1 inhib,10,-2,-7,-2,1,5,-2,9,-3,-9
AI-2 QS modul,17,26,nt,-16,3,12,31,-9,12,19
aSyn UTR inh,-10,-5,-8,1,-6,-43,-16,-141,5,-1
IEC-6 cytotox,-10,-4,nt,0,5,-4,-8,6,0,0
KLF5 inhibitor,-10,-26,nt,-34,-25,-45,-14,-12,-26,-16
HSF-1 act,20,0,1,9,-5,-12,-11,40,-15,-11

21) O=C(CCCc1ccccc1)Nc1nnc(C(F)(F)F)s1
22) O=S(=O)(c1ccc(F)cc1)N1CCN(C(=S)NC2CCCC2)CC1
23) CC(c1ccco1)N(C(=O)COc1ccccc1[N+](=O)[O-])c1ccccn1 (stereo unspecified)
24) Cc1ccc(C(=O)NC2CCCCC2)cc1S(=O)(=O)N1CCCC1
25) CCC(=O)N1CCN(c2ccc(NC(=O)c3cc4ccccc4o3)cc2)CC1
26) Cc1cc(O)c(C(C)C)cc1NC(=O)c1cccc(Cl)c1
27) COc1cccc(-c2nc3ccccc3s2)c1O
28) Cc1ccc(S(=O)(=O)N2CCN(C(=O)COC(=O)CSc3ccccc3)CC2)c(C)c1
29) CC(Cn1nnc2ccccc21)C(=O)O (stereo unspecified)
30) O=c1c2cc(NC(=S)N3CCCC3)ccc2nc2n1CCCCC2

screen / no.,21,22,23,24,25,26,27,28,29,30
GSK3beta inhib,2,2,1,2,-1,4,4,2,-3,0
GSK3 alpha inh,-3,1,-3,-3,1,2,-2,-2,2,-1
HSP90 refold inh,-3,4,5,1,7,-2,17*,nt,0,4
HIF activator,0.1,-0.3,1.3,1.4,0.8,0.0,-0.1,-0.6,0.0,1.4
HSF1 inhib,-7,-1,1,-1,16,-4,39,-3,-10,11
AI-2 QS modul,16,12,29,-3,7,11,17,24,-1,3
aSyn UTR inh,-3,5,10,-40,4,13,2,0,-2,-25
IEC-6 cytotox,2,-2,-2,1,-5,0,1,nt,-1,4
KLF5 inhibitor,1,-11,-11,-47,-29,-2,-33,nt,-10,-6
HSF-1 act,-23,3,32,8,36,-6,90*,-19,-1,20

31) Cc1ncc([N+](=O)[O-])n1CC(=O)Nc1ccccc1
32) COCCNC(=O)C(c1ccc(F)cc1)N(Cc1ccccc1)C(=O)CCC(=O)Nc1nccs1 (stereo unspecified)
33) CCN(C(=O)CN1C(=O)c2ccc([N+](=O)[O-])cc2C1=O)C1CCCCC1
34) CCOC(=O)c1cc(C)n(S(=O)(=O)c2ccc(C)cc2)c1C
35) CCOC(=O)c1c(-c2ccco2)csc1NC(=O)CSc1nnc(N)s1
36) CCOC(=O)Cc1csc(NS(=O)(=O)c2ccc3ccccc3c2)n1
37) COc1ccc(CNC(=O)COC(=O)c2n[nH]c3ccccc23)cc1OC
38) CCOc1ccc(-c2nnn(CC(=O)NCc3ccc4c(c3)OCO4)n2)cc1
39) CCc1ccc(/C=C2/SC(=S)N(CCC(=O)Nc3cccc(C(=O)O)c3)C2=O)cc1
40) COc1ccc(NC(=O)c2ccc3nccnc3c2)cc1

screen / no.,31,32,33,34,35,36,37,38,39,40
GSK3beta inhib,0,5,-2,1,2,1,5,6,-2,3
GSK3 alpha inh,-2,0,-1,1,-3,-5,0,0,6,-2
HSP90 refold inh,1,-5,5,-2,4,-2,1,0,-2,-2
HIF activator,-0.2,-0.1,-0.2,-0.2,-15,0.5,-0.2,0.0,-0.8,2.3
HSF1 inhib,-4,5,-6,-13,14,1,-8,-1,-9,5
AI-2 QS modul,6,10,22,43,-5,5,31,-53,29,-1
aSyn UTR inh,-15,-5,4,6,3,18,-15,1,0,-102
IEC-6 cytotox,2,-3,-1,-7,0,-6,2,7,-5,-6
KLF5 inhibitor,-65,17,-32,-17,-22,-15,18,0,-29,-106
HSF-1 act,-10,-20,-4,14,16,9,-2,8,7,12

Compound profiles, from the list above. Values in the order: GSK3beta inhib	GSK3 alpha inh	HSP90 refold inh	HIF activator	HSF1 inhib	AI-2 QS modul	aSyn UTR inh	IEC-6 cytotox	KLF5 inhibitor	HSF-1 act
`COCCNC(=O)C(c1ccc(F)cc1)N(Cc1ccccc1)C(=O)CCC(=O)Nc1nccs1` (stereo unspecified) reads 5	0	-5	-0.1	5	10	-5	-3	17	-20
`CCN(C(=O)CN1C(=O)c2ccc([N+](=O)[O-])cc2C1=O)C1CCCCC1` reads -2	-1	5	-0.2	-6	22	4	-1	-32	-4
`CCOC(=O)c1c(-c2ccco2)csc1NC(=O)CSc1nnc(N)s1` reads 2	-3	4	-15	14	-5	3	0	-22	16
`CCOc1ccc(-c2nnn(CC(=O)NCc3ccc4c(c3)OCO4)n2)cc1` reads 6	0	0	0.0	-1	-53	1	7	0	8

(further entries)
41) Cc1cccc(CC2CC(=O)N(c3ccc([N+](=O)[O-])cc3)C2=O)c1 (stereo unspecified)
42) COc1ccccc1CNC(=O)C1CCN(C(=O)c2sccc2-n2cccc2)CC1
43) N#CC(C(=O)Nc1cccc(Cl)c1)=C1Nc2ccccc2N1
44) CCC(C)N(C(=O)COC(=O)C1C(C(=O)OC)=C(C)NC(C)=C1C(=O)OC)C1CCS(=O)(=O)C1 (stereo unspecified)
45) CC(C)c1cc(C(=O)N/N=C/C=C/c2ccccc2)n[nH]1
46) Cc1ccccc1CSc1nnc(-c2ccccc2)c(=O)[nH]1
47) CCc1ccccc1-n1nnnc1SCC(=O)Nc1cc(C)on1
48) CCOc1ccc2nc(NC(=O)CS(=O)(=O)c3ccc(C)cc3)sc2c1
49) Cc1ccccc1S(=O)Cc1ccc(C(=O)N2CCN(C(=O)c3ccco3)CC2)o1 (stereo unspecified)
50) COc1ccccc1CP(=O)(c1ccccc1)c1ccccc1

screen / no.,41,42,43,44,45,46,47,48,49,50
GSK3beta inhib,3,2,1,-1,-1,-4,-1,1,-1,-1
GSK3 alpha inh,-7,0,-2,-2,-2,-13,1,nt,2,3
HSP90 refold inh,-3,-5,2,1,4,4,3,5,-2,4
HIF activator,-2.0,-0.2,-2.1,0.1,0.3,-0.2,-0.7,0.5,-0.5,-0.2
HSF1 inhib,-2,-2,12,-3,2,-5,-15,-1,-4,-2
AI-2 QS modul,13,5,10,18,20,23,-16,13,19,6
aSyn UTR inh,-9,0,-6,2,-12,-2,-6,-20,25,7
IEC-6 cytotox,-2,0,-2,7,-3,3,0,-2,-1,2
KLF5 inhibitor,2,7,-69,-13,-26,-9,-9,-43,4,-16
HSF-1 act,1,1,13,-11,0,3,12,8,-16,14

51) [O-][n+]1c2c(nn1-c1ccccc1)/C(=N/O)CCC2
52) O=S(=O)(c1ccc(Oc2ccc(Cl)cc2)c(S(=O)(=O)N2CCCCC2)c1)N1CCCCC1
53) CNC(=S)NNC(=O)c1ccc(=O)n(Cc2ccc(Cl)cc2Cl)c1
54) Cc1ccc(SCc2cn3ccccc3n2)cc1

screen / no.,51,52,53,54
GSK3beta inhib,1,2,0,-2
GSK3 alpha inh,-1,-3,-3,-1
HSP90 refold inh,0,-4,-1,5
HIF activator,-0.2,-0.9,0.1,1.1
HSF1 inhib,-4,-3,2,35
AI-2 QS modul,21,0,39,-2
aSyn UTR inh,0,23,21,-97
IEC-6 cytotox,3,-6,-2,0
KLF5 inhibitor,-20,3,-8,-97
HSF-1 act,7,-7,8,49

Values by screen from the list:
Compounds 51 to 54 in GSK3 alpha inh: -1, -3, -3, -1

No enrichment for hits; about 4.7% have a hit in one of these screens.
